# TMEM16A act – mouse TMEM16A channel activation, primary screen; Q8BHY3; HEK293 TMEM16A/YFP-H148Q/I152L, iodide quench fluorescence; stronger effect = lower value; B-score at 10 µM; actives 0.3% (n = 340,000); AID 623877;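 active = fluorescence-ratio B-score plate-corrected deviation score at least 3 library SD below zero, with starting fluorescence score within 5 deviations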;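 also: channel opened by trigger with iodide after compound preincubation; score built on the fluorescence ratio of max minus min over baseline; more negative score means more quench and so TMEM16A activation or potentiation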
# HDAC3 inhib – inhibitors of human histone deacetylase 3; O15379; recombinant HDAC3, fluorogenic peptide/trypsin coupled, fluorescence; inhibition, % at 8.3 µM; actives 0.15% (n = 320,000); in the data active = inhibition above about 26%, passing the limit was not always enough; inconclusive = no clear call, values can overlap the other calls
# Target sequence (O15379 whole entry, looked up): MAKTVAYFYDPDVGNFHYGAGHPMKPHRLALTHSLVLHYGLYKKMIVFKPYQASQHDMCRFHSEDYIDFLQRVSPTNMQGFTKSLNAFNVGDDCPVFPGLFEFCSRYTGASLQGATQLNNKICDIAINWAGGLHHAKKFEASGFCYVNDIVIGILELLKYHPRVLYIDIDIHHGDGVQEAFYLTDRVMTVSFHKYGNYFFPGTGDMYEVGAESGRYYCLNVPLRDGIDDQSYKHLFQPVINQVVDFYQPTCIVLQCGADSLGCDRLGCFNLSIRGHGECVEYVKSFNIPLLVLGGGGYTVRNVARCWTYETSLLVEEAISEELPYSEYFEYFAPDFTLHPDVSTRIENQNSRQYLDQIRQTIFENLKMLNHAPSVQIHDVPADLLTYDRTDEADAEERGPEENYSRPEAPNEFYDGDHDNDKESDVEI
# ANO1 block – mouse TMEM16A channel inhibition, primary screen; normalized B-score (activity score, 25-100; higher = stronger inhibition) at 10 µM; Q8BHY3; actives 1.2% (n = 310,000); HEK293 TMEM16A/YFP iodide influx fluorescence, ionomycin;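 active = ratio plate-corrected score three or more library SD toward inhibition, starting fluorescence score within five deviations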;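 also: score derived from kinetic fluorescence span divided by baseline fluorescence per well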
# KCNQ1 pot – potentiators or activators of human KCNQ1 potassium channel. B-score at 10 µM. CHO-K1 KCNQ1, thallium flux FluxOR fluorescence; stronger effect = higher value. P51787. actives 0.35% (n = 310,000);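 active = fluorescence ratio B-score, a plate-corrected score, at least three library SD, with initial intensity B-score within 5 SD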
#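 System: CHO-K1 cells stably expressing KCNQ1 / Medium: assay buffer for compound exposure, DMSO matched across wells / Reagent: thallium- and potassium-containing depolarizing buffer / Compound: one concentration, matched DMSO / Incubation: 20 min compound pretreatment at room temperature / Measured by: kinetic FluxOR fluorescence, 10 s baseline plus 110 s post-stimulus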
# KCNQ1 block – human KCNQ1 channel inhibition. P51787. CHO-K1 KCNQ1, FluxOR thallium flux fluorescence; stronger effect = higher value. B-score at 10 µM. actives 1.3% (n = 310,000). AID 2642;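 active = compounds whose thallium flux B-score, printed positive for inhibition, exceeds three library SD while starting fluorescence stays within three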;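 also: channel opened by potassium depolarization with thallium stimulus after 20 min compound exposure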
# RGS4 pot – potentiators or activators of RGS4; HEK293 M3R/inducible RGS4, carbachol calcium flux Fluo4; stronger effect = lower value; B-score at 10 µM; actives 0.92% (n = 310,000); AID 463111;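 active = B-score of the integrated calcium signal more than 4 SD below the library mean, with starting fluorescence not abnormally high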;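 also: negative B-score means reduced calcium response which marks RGS4 activation or potentiation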
#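 Assay system: HEK293 FlpIn-TREx cells, stable M3R, doxycycline-inducible RGS4 / Probe or stimulus: carbachol, ECmax concentration / Times: overnight RGS4 induction, 30 min dye load 37 °C, 20 min compound RT / Signal: kinetic calcium fluorescence imaging with Fluo4-AM dye, 2 µM / Measure: Agonist-evoked peak-minus-minimum fluorescence over baseline, integrated ratio, B score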
# KCNK3 block – human KCNK3 channel inhibition, primary screen. CHO-KCNK3 thallium flux, FluxOR fluorescence; stronger effect = lower value. B-score at 10 µM. actives 0.84% (n = 340,000). AID 602410;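 active = B-score under library mean minus 4 SD, starting fluorescence ratio at most library mean plus 5 SD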;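 also: more negative B-score means stronger inhibition of thallium flux through KCNK3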
# Target sequence (O14649 whole entry, looked up): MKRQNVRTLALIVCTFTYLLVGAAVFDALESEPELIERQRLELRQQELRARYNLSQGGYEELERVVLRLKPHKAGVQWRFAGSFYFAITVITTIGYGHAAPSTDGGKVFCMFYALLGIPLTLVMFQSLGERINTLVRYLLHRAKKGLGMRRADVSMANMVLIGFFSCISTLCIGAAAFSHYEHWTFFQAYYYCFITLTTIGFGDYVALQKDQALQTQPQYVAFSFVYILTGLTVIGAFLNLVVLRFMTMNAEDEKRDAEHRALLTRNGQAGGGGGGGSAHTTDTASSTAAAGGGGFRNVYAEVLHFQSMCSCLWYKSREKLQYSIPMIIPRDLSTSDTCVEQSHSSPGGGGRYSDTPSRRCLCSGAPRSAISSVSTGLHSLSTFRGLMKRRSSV
# RGS4 block – human RGS4 inhibition. actives 0.45% (n = 310,000). B-score at 10 µM. HEK293 M3R/RGS4 inducible, Fluo-4 calcium flux; stronger effect = higher value; triggered by carbachol at its EC20;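 active = B-score, a plate-corrected calcium signal, over three deviations above library mean, with baseline fluorescence within five deviations of library mean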;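 also: RGS4 expression induced by doxycycline in cells with stable M3 receptor; B-score is computed from the integrated fluorescence ratio over baseline after carbachol; higher B-score means a larger calcium signal and so more RGS4 inhibition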
# Target sequence (P49798 whole entry, looked up): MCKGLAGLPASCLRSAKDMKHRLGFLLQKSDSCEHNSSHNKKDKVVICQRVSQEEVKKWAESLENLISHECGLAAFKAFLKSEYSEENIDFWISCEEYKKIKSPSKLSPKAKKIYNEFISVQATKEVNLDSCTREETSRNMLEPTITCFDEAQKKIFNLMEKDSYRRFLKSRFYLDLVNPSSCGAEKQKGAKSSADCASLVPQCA
# KCNK9 block – inhibitors of human KCNK9 two-pore domain potassium channel; Q9NPC2; HEK293 KCNK9, FluxOR thallium flux fluorescence; stronger effect = lower value; B-score at 10 µM; actives 1.2% (n = 310,000);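 active = ratio B-score over 3 SD below the library mean, with starting fluorescence within 5 SD of its mean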;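 also: negative B-score means less thallium flux so channel inhibition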
# hERG rescue – hERG (human) protection from proarrhythmic block; activation (rescue from dofetilide block), less the hit threshold, % at 10 µM; Q12809; CHO-hERG, FluxOR thallium flux, dofetilide IC70 present; AID 1511; actives 0.51% (n = 310,000);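 active = activation above the mean of controls blocked by dofetilide plus 5 SD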;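 also: thallium influx through hERG after potassium depolarization seen as dye fluorescence rise; in these data hits start at about 4.7%; inactives centre near -7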
# SKKanGAS inh – SKKanGAS growth inhibition; S. pyogenes SKKanGAS, kanamycin growth, BacTiter-Glo, 6 h; inhibition, % at 7.5 µM; actives 1.3% (n = 300,000); AID 1662;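 active = mean replicate score, as percent of positive control median, at least 50; inconclusive = mean below 50 but one replicate at or above 50; inactive = mean and every replicate below 50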;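 also: strain carries kanamycin resistance gene driven by streptokinase promoter and grows in 40 µg/ml kanamycin; loss of luminescence reflects streptokinase promoter inhibition or plain growth inhibition; 0% = median of DMSO wells and 100% = positive control at its reference dose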
# * = called active by the depositor; i = inactive; ? = inconclusive; . = not tested or not shown; & = joins results of further samples. The list is partial; rates above refer to the full screens.
SMILES,TMEM16A act,HDAC3 inhib,ANO1 block,KCNQ1 pot,KCNQ1 block,RGS4 pot,KCNK3 block,RGS4 block,KCNK9 block,hERG rescue,SKKanGAS inh
Nc1nnc(CCN2CCCCC2)s1,i,-0.8,i,i,i,i,i,i,i,-6.6,2.3
COc1ccc(C(=O)C2CCCN(Cc3ccc(C)s3)C2)c(OC)c1 (configuration not stated),i,5.8,i,i,i,i,i,i,i,-8.0,6.4
O=P(O)(O)COc1ccccc1O,i,-3.4,i,i,i,i,i,i,i,-3.3,5.2
Cc1cc(/C=C2\C(=O)NC(=O)N(c3ccc(Br)cc3)C2=O)c(C)n1-c1cc(C(=O)O)cc(C(=O)O)c1,i,-1.9,i,i,i,i,i,i,i,0.1,-0.9
O=C1CC(=O)N(c2ccc3c(c2)OCO3)C(=O)N1,i,?,i,i,i,i,i,i,i,-10.1,2.5
CCc1nnc(NS(=O)(=O)c2ccc(N=Cc3c(O)n(-c4ccc(Cl)cc4)c(=O)[nH]c3=O)cc2)s1,i,2.1,i,i,i,i,i,i,i,-7.4,-12.4
Cc1c(N=Cc2c(O)n(C)c(=O)[nH]c2=O)c(=O)n(-c2ccccc2)n1C,i,5.0,i,i,i,i,i,i,i,-5.9,1.0
Cc1cc(/C=C2\C(=O)NC(=S)N(C)C2=O)c(C)n1C1CCCCC1,i,0.7,i,i,i,i,i,i,i,-13.0,-4.7
CN=C(SCc1ccccc1)c1c(O)n(C)c(=O)n(C)c1=O,i,5.5,i,i,i,i,i,i,i,-12.7,-1.9
O=C(C(Cc1ccccc1)NS(=O)(=O)c1cccc2nsnc12)N1CCC2(CC1)OCCO2 (configuration not stated),i,5.2,i,i,i,i,i,i,i,-4.9,-5.2
O=C(Cc1ccccc1)N1CCN(Cc2cccc(Br)c2)CC1,i,-2.8,i,i,i,i,i,i,i,-12.0,1.3
CCCc1c(C)nc(SCC(=O)C(C)(C)C)nc1OC(=O)N(C)C,i,-0.6,i,i,i,i,i,i,i,-7.8,-11.7
Nc1ccccc1C(=O)c1ccccc1,i,3.7,i,i,i,i,i,i,i,-0.9,0.4
CC(C)(C)c1cc([N+](=O)[O-])cc(C(C)(C)C)c1O,.,6.9,100*,i,6*,i,.,i,i,-17.9,3.0
N/C(=N\[N+](=O)[O-])N1CCN(C(=O)Oc2ccccc2)CC1,i,-8.8,i,i,i,i,i,i,i,-7.8,5.3
C=CCN1C(=O)NC(=O)/C(=C/c2cccn2C)C1=O,i,0.0,i,i,i,i,i,i,i,-5.0,5.2
O=C(O)CCn1cc(C=C2C(=O)NC(=O)NC2=O)c(-c2cc3ccccc3oc2=O)n1,i,-8.4,i,i,i,i,i,i,i,-0.3,-11.3
CCOc1ccc(N2C(=O)CC(=O)NC2=O)cc1,i,3.0,i,i,i,i,i,i,i,-6.0,1.1
C=CC12CN(C)[C@@H]3C4CO[C@H](C[C@H]41)[C@]1(C(=O)Nc4ccccc41)[C@@H]32 (some centres not stated),i,-2.6,i,i,i,-8.82*,i,i,i,-5.9,3.8
Cc1cc(=O)[nH]c(SCc2nc3ccccc3c(=O)n2-c2ccccc2C)n1,i,5.2,i,i,i,i,i,i,i,-17.9,0.4
COc1cccc(-n2c(C)nc3ccccc3c2=O)c1,i,-1.5,i,i,i,i,i,i,i,0.1,-0.5
O=C(COc1ccc(Cl)cc1)N1CCN(C/C=C/c2ccccc2)CC1,i,6.1,i,i,i,i,i,i,i,-11.7,2.8
C[C@H]1CC[C@@]2(C)[C@@H](CC[C@@H]3[C@@H]2CC[C@]2(C)[C@@H](O)CC[C@@H]32)C1,i,5.7,i,i,i,i,i,i,i,-2.3,86.7*
O=C(N/N=C/c1c(O)n(C2CCCCC2)c(=S)[nH]c1=O)c1ccccc1,i,1.9,i,i,i,i,i,i,i,-13.9,80.3*
O=c1c2ccccc2nc(-c2ccccc2)n1-c1cccc(O)c1,i,-5.4,i,i,i,i,i,i,i,-12.8,1.7
NP(=O)(OCC(F)(F)F)Oc1cccc2ccccc12 (configuration not stated),i,-6.4,i,i,i,i,i,i,i,-11.1,-10.8
Cc1nc2ccccc2c(=O)n1/N=C/c1cc(Br)cc(Br)c1O,i,-9.8,i,i,i,i,i,i,i,-4.5,98.9*
CN(C)S(=O)(=O)c1cc(C(=O)N2CCC(C(=O)O)(c3ccccc3)CC2)ccc1Cl,i,1.2,i,i,i,i,i,i,i,-2.5,0.0
C=CCn1c(O)c(C=Nc2ccc(OC)cc2C)c(=O)[nH]c1=O,i,-1.6,i,i,i,i,i,i,i,-7.6,-1.3
COC(=O)C1=C(c2cc3ccccc3o2)C[C@@H]2CC[C@H]1N2C(=O)NCc1ccc(F)cc1,i,6.0,i,i,i,i,i,i,i,-7.9,4.8
COCc1cc(C2SCC(=O)Nc3c2c(=O)[nH]n3C(C)C)ccc1OC (configuration not stated),i,9.9,i,i,i,i,i,i,i,-15.4,-3.2
Cc1c(C(=O)N2CCC3(CC2)OCCO3)oc2ccc(S(=O)(=O)N3CCCCC3)cc12,i,-10.1,i,i,i,i,i,i,i,-14.9,-1.5
O=c1c2ccccc2nc(CNCc2ccco2)n1-c1ccc(F)cc1,i,.,i,i,i,i,i,i,i,-3.5,7.2
O=[N+]([O-])c1ccc(NCCO)c2ncccc12,i,10.1,i,i,i,i,i,i,i,-1.3,9.9
c1ccc(-c2cc(-c3ccccc3)[n+](-c3ccccc3)c(-c3ccccc3)c2)cc1,i,3.8,25*,i,13*,-7.75*,-10.2*,i,i,-35.3,27.0
CC(C)Oc1cc(-n2c(=S)[nH]c3ccccc3c2=O)c(Cl)cc1Cl,i,6.0,i,i,i,i,i,i,i,-3.1,1.2
O=[N+]([O-])c1ccc(N2CCNCC2)cc1NC1CC1,.,2.5,i,i,i,i,.,i,i,-12.9,0.7
COc1cc(OC)cc(C(=O)Nc2ccc(Br)cc2C(=O)c2ccccc2)c1,i,-3.2,i,i,i,i,i,i,i,-3.5,-10.3
N#CC(C#N)=NNc1ccc(-n2ccc(C(F)(F)F)n2)cc1,-4.62*,9.9,100*,i,7*,i,i,i,i,-35.5,31.0
CCCC(C)(COC(N)=O)COC(=O)NC(C)C (configuration not stated),i,.,i,i,i,i,i,i,i,-6.2,-1.7
C#CCOc1cc(C2C3=C(COC3=O)Nc3cc4c(cc32)OCO4)ccc1OC (configuration not stated),i,-2.9,i,i,i,i,i,i,i,-4.0,.
CCOc1ccc(C2CC(c3c(O)n(C)c(=O)n(C)c3=O)=NN2)cc1 (configuration not stated),i,-6.4,i,i,i,i,i,i,i,-13.5,8.1
CN1C(=O)C(=Cc2cn(CC#N)c3ccccc23)C(=O)N(C)C1=O,i,2.2,i,i,i,i,i,i,i,-3.0,-2.5
O=c1[nH]c(O)c(N=Nc2ccc(SC(F)F)cc2)c(=O)[nH]1,i,-8.1,i,i,i,i,i,i,i,-8.0,3.3
O=C1Nc2ccc(Br)cc2C(c2ccc(Cl)cc2)=NC1O (configuration not stated),i,-0.9,i,i,i,i,i,i,i,-3.4,0.3
O=C(Cn1c(=O)c(C(F)(F)F)nc2ccccc21)N1CCC2(CC1)OCCO2,i,6.7,i,i,i,i,i,i,i,-6.0,-1.8
CN1CCc2c(c(N3CCCCC3)nc3n[nH]c(N)c23)C1,i,3.5,i,i,i,i,i,i,i,-13.2,-2.1
Cc1ccccc1-n1c(O)c(/C=N/c2nccs2)c(=O)[nH]c1=O,i,1.8&3.7,i,i,i,i,i,i,i,-5.3&-7.6,0.0&-17.7
CCCCSP1(=S)NCCCO1 (configuration not stated),i,1.0,i,i,i,i,i,i,i,-5.5,-1.8
O=c1[nH]c(=O)n(CCC2=CCCCC2)c(O)c1C=Nc1cccc(F)c1,i,3.6,i,i,i,i,i,i,i,-10.9,7.0
CC(=O)c1cn(Cc2ccccc2C#N)c2ccccc12,i,-6.7,25*,i,i,i,i,i,i,-27.1,-0.5
COc1ccc2nc(NC3=NCCN3)sc2c1,i,1.6,i,i,i,i,i,i,i,-6.6,-0.9
CN(C)CC#CCC(O)(c1ccccc1)C1CCCC1 (configuration not stated),i,-5.6,i,i,i,i,i,i,i,-8.6,-1.9
CC(=O)C1(c2ccccc2)CCNCC1,i,-0.8,i,i,i,i,i,i,i,-1.1,-3.4
CN(CC#CCN1CCCC1)C(=O)c1cccc(Cl)c1,i,2.3,i,i,i,i,i,i,i,-9.7,0.6
COc1cc(OC)c(OC)cc1CNCCc1ccc(F)cc1,i,1.2,i,i,i,i,i,i,i,-3.2,-1.9
CC(C)C(=O)N1CCN(CCN=Cc2c(O)n(C)c(=O)n(C)c2=O)CC1,i,4.6,i,i,i,i,i,i,i,0.3,-0.7
c1ccc2c(NC3=NCCS3)cccc2c1,i,-1.0,i,i,i,i,i,i,i,-5.8,2.7
Cc1ccsc1C(=O)C1CCCN(Cc2c(C)nn(C(C)C)c2C)C1 (configuration not stated),i,-11.7,i,i,i,i,i,i,i,-11.0,-1.3
CC(c1ccccc1)n1cncc1C(=O)N1CCCC1=O (configuration not stated),i,9.5,i,i,i,i,i,i,i,-4.4,-26.2
# The list continues.
SMILES,TMEM16A act,HDAC3 inhib,ANO1 block,KCNQ1 pot,KCNQ1 block,RGS4 pot,KCNK3 block,RGS4 block,KCNK9 block,hERG rescue,SKKanGAS inh
O=c1[nH]c(=S)[nH]c(O)c1N=Nc1ccc(S(=O)(=O)N2CCOCC2)cc1,i,?,i,i,i,i,i,i,i,-9.2,6.8
Cc1c(N=Cc2c(O)n(Cc3ccco3)c(=O)[nH]c2=O)c(=O)n(-c2ccccc2)n1C,i,1.7,i,i,i,i,i,i,i,-13.7,2.0
CC(=O)N(C1=NCCCS1)c1ccc(Cl)cc1,i,-0.6,i,i,i,i,i,i,i,-14.7,-17.7
Cc1ccc(-c2cc(-c3ccc(C)cc3)[n+](-c3ccc(C(=O)O)cc3)c(-c3ccc(C)cc3)c2)cc1,i,1.4,i,i,i,i,i,i,i,-2.1,-0.1
Cc1ccc(C2CC(=O)C(C=NCCN3CCN(C(=O)Cc4ccccc4)CC3)=C(O)C2)cc1 (configuration not stated),i,-5.6,i,i,i,i,i,i,i,-7.7,0.8
